14-3-3 PPI: 14-3-3 gamma protein interaction modulation; P61981; FP, 14-3-3gamma / TMR-pS259-Raf peptide binding; inhibition, % at 40 µM; hit rate 0.19% among 160,000; in the data active means inhibition above about 30%;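 further: 0% = protein plus tracer without compound and 100% = blank with tracer alone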
Target sequence (P61981 whole entry, looked up): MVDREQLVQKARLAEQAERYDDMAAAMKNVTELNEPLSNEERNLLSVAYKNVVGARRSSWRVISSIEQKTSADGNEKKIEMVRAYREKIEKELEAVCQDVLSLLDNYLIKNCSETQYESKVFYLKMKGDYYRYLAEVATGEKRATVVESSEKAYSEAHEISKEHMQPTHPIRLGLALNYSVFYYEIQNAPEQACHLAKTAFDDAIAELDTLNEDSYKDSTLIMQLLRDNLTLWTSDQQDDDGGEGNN
* hit, by the source's call; & = joins results of further samples. A portion of the library; rates above refer to the full screens.

cpd	structure	14-3-3 PPI
1	COC(=O)c1ccc(Oc2c(C)oc3cc(O)ccc3c2=O)cc1	-8
2	CCOc1ccc(-c2nnc(-c3snc(-c4ccc(F)cc4)c3N=CN(C)C)o2)cc1	18
3	N#CC12CCCCC1CC1CCCCC1(C#N)N2Cc1cccnc1 (stereo unspecified)	8
4	COc1cc(-c2nnc3sc(C4CCCCC4)nn23)cc(OC)c1OC	-6
5	O=C(O)c1ccc(S(=O)(=O)NC2CCCCC2)cc1	2
6	C=CCn1c(CCCO)nc2ccccc21	-1
7	CCN(C(=O)c1ccc([N+](=O)[O-])o1)c1ccccc1	-2
8	COc1ccc(S(=O)(=O)NCc2cccnc2)cc1C	1
9	CCOC(=O)c1ccc(NC(=O)CSc2nc3ccc(Br)cc3c3nc4ccccc4n23)cc1	-6
10	c1cc(C(c2nnnn2C2CCCCC2)N2CCN3CCCC3C2)ccn1 (stereo unspecified)	-3
11	CNCc1cc2ccc(C)cc2[nH]c1=O	-24
12	COc1cccc2cc(C(C)=O)oc12	-2
13	Cc1nnc(Nc2ccc3c(c2)OCO3)c2ccccc12	-2&1
14	COc1ccccc1CNC(=O)C1CCN(c2nc3ccc(Cl)cc3s2)CC1	-1
15	Cc1ccc(NC(=O)c2ccncc2)c(Br)c1	-8
16	CCSCCOC(=O)C1=C(C)NC2=C(C(=O)CC(c3ccc(OC)cc3)C2)C1c1ccc(Br)cc1 (stereo unspecified)	9
17	COC(=O)c1ccccc1NC(=O)CN1C(=O)CSC1=O	-6
18	CC(NC(=O)c1ccccc1)C1CC2CCC1C2 (stereo unspecified)	-7
19	CCCCOc1cccc(-c2nc3c(C(=O)OC)c[nH]n3c2NC2CCCC2)c1	-6
20	c1ccc(-c2cn3c4c(sc3n2)CCCC4)cc1	-1
21	CCN(CC)CCCNC(=O)c1c(O)c2c([nH]c1=O)CCCC2	-5
22	O=C(Nc1c2c(nn1-c1cccc(Cl)c1)CS(=O)(=O)C2)c1ccc(S(=O)(=O)N2CCOCC2)cc1	-17
23	Cc1nc(N2CCN(C)CC2)c2c3c(sc2n1)CCCC3	0
24	Cc1ccc2cc3cc(C(=O)N4CCN(c5ccc([N+](=O)[O-])cc5)CC4)oc3nc2c1	-13
25	O=C(NCC(=O)N1CCN(c2ccccc2)CC1)c1cccc(C(F)(F)F)c1	-5
26	Cc1sc2ncn(CC(=O)NCCCC(=O)N3CCOCC3)c(=O)c2c1C	-5
27	COC(=O)CSc1nnc([C@H](CC(C)C)NC(=O)OC(C)(C)C)o1	-12
28	COc1ccc(CCn2c(C)cc(C(=O)CSc3nnnn3-c3ccccc3)c2C)cc1OC	-8
29	CSCCOC(=O)C1=C(C)NC(=O)NC1c1ccc(Br)cc1 (stereo unspecified)	3
30	CCN(CC)CCNC(=O)c1cc2cc3ccc(C)cc3nc2o1	-12
31	O=C(O)C1NC(c2cc(Br)ccc2O)C2C(=O)N(c3ccccc3)C(=O)C12 (stereo unspecified)	3
32	COc1ccc(NC(=O)C2=C(C)NC(=O)NC2c2ccccc2Cl)cc1 (stereo unspecified)	-8
33	COc1ccc(N/C(C)=C2/C(=O)C(=O)N(CCO)C2c2ccc(Br)cc2)cc1 (stereo unspecified)	-8
34	CC1=C(C(=O)Nc2ccc(F)cc2)C(c2ccccc2Cl)C2=C(CC(c3ccccc3)CC2=O)N1 (stereo unspecified)	-10
35	Cc1cc(C)cc(CSc2nnc(C)c(=O)[nH]2)c1	-7
36	COCCNC(=O)C1CC(=O)N(C2CCCC2)C1 (stereo unspecified)	-3&-5
37	COc1ccc(S(=O)(=O)N2CC(C)OC(C)C2)cc1OC (stereo unspecified)	-8
38	CCc1nnc(NC(=O)c2c(O)c3cccc4c3n(c2=O)CCC4)s1	-6
39	Cc1noc(C)c1COC(=O)c1ccc(-c2nc3ccccc3s2)s1	0
40	CC(C)NC(=O)c1cccn2c(=O)c3ccc(Cl)cc3nc12	-11
41	COc1ccc(-c2nnc(SCCOc3cccc(C)c3)n2N)cc1	3
42	COCCN1C(=O)c2ccccc2C(C(=O)NCCc2ccc(Cl)cc2)C1c1cn(C)c2ccccc12 (stereo unspecified)	2
43	CC1=C(C(=O)Nc2cccc(C)n2)C(c2cc([N+](=O)[O-])ccc2Cl)C2=C(CC(C)(C)CC2=O)N1 (stereo unspecified)	8
44	CCCCN(C)CCCNC(=O)c1ccc(N2CCCC2=O)cc1	-6
45	CCn1c(=NC(=O)c2ccc(S(=O)(=O)N3CCCC3)cc2)sc2ccccc21	-6
46	COc1ccccc1NC(=O)CSc1nc2nc(C)cc(C)c2c(=O)[nH]1	-25
47	COc1cc(C2C=C(Nc3ccccc3)C(=O)N2c2ccccc2)ccc1O (stereo unspecified)	-8
48	O=C1c2cccc3c(N4CCOCC4)ccc(c23)C(=O)N1c1ccccc1	-1
49	CCN(C(=O)CCc1nc(-c2ccc(OC)cc2)no1)c1cccc(Cl)c1	-6
50	O=C(COc1ccccc1)N1CCN(c2ccccn2)CC1	1
51	Cc1nn(-c2ccccc2)c(OC(=O)C2CC2)c1S(=O)(=O)c1ccccc1	-1
52	CCCCn1c(=NC(=O)c2ccc(C(C)(C)C)cc2)c(C(=O)OCC)cc2c(=O)n3ccccc3nc21	-5
53	COc1ccc(S(=O)(=O)N2CCN(CCC(=O)Nc3ccc(N(C)C)cc3)CC2)cc1	-5
54	Cc1cc(OCC(O)CN2CCN(CCO)CC2)ccc1C(C)C (stereo unspecified)	4
55	COc1ccccc1C(=O)Nc1cc(Cl)ccc1O	-20
56	COc1ccc2c(c1OC)C(=O)OC2CC(=O)c1ccccc1 (stereo unspecified)	-2
57	Cc1ccc2[nH]c(=O)c(COC(=O)C3CCCO3)cc2c1 (stereo unspecified)	-3
58	CC(C)(C)C(=O)CN1CCN(S(=O)(=O)c2cccc([N+](=O)[O-])c2)CC1	-6
59	C=CCOC(=O)C1=C(C)NC2=C(C(=O)CCC2)C1c1ccc(C)cc1 (stereo unspecified)	-29
60	CSc1cccc(NC(=O)CSc2ncccc2C(=O)Oc2ccccc2Cl)c1	-74

(list continues)
cpd	structure	14-3-3 PPI
61	COC(=O)C1=C(C)N2C(=O)CSC2=NC1c1ccc2c(c1)OCO2 (stereo unspecified)	-4&-79
62	Cc1cc(C)c(S(=O)(=O)N2CCN(S(=O)(=O)c3c(C)cc(C)cc3C)CC2)c(C)c1	8
63	O=C1Nc2ccc(Br)cc2C(c2ccccc2Cl)C1N1CCCCC1 (stereo unspecified)	-2
64	CCn1c(=O)c(C(=O)NCc2ccccc2F)c(O)c2ccccc21	-7
65	COc1cccc(-c2nc(NCC3CCCO3)c3ccccc3n2)c1O (stereo unspecified)	-4
66	O=C1c2ccccc2C(=O)c2c1ccc1c(=O)n(-c3ccccc3)[nH]c21	-6
67	CCN(CC)C(=O)CSc1nnc(-c2cc(OC)cc(OC)c2)o1	-6
68	CC(=O)CC1(O)C(=O)N(CN2CCN(c3ccccc3)CC2)c2ccccc21 (stereo unspecified)	3
69	COc1ccc(Cc2nnc(NC(=O)c3ccco3)s2)cc1OC	-13
70	COC(=O)C(NC(C)=O)(Nc1sc2c(c1C#N)CCC(C(C)(C)C)C2)C(F)(F)F (stereo unspecified)	-3
71	O=C1C=CC(=O)N1c1ccc2ccccc2c1	-22
72	CCn1ncc(CN(C)C(=O)C2c3ccccc3Oc3ccccc32)c1C	-1
73	CN(C)c1ccc(NC(=O)c2cc3ccccc3oc2=O)cc1	-17
74	CCC1CCCCN1C(=O)c1cc(-c2ccc(Cl)c(Cl)c2)on1 (stereo unspecified)	-6
75	CCN(CC)CCCNC(=O)c1cc2cc3ccc(C)cc3nc2o1	-11
76	CN1CCN(c2cc(Nc3ccc(N(C)C)cc3)c3c4c(onc24)-c2ccccc2C3=O)CC1	-18
77	COc1ccc(C2C(C(C)=O)=C(O)C(=O)N2CC(C)O)cc1 (stereo unspecified)	0
78	Cc1ccc2nc(-c3ccc(NC(=O)c4c(O)c5ccccc5[nH]c4=O)cc3)sc2c1	-3
79	Cc1ccc(C(=O)c2ccc(N3CCCCC3)c(F)c2)cc1C	-3
80	COCCOC(=O)C1=C(C)NC2=C(C(=O)CC(C)(C)C2)C1c1ccc(C(C)C)cc1 (stereo unspecified)	2
81	Cc1ccc(-c2cc(C(=O)OCC(C)C)c3cc(C)ccc3n2)cc1	4
82	Cc1nnc(SCC(=O)Nc2cccc(C(F)(F)F)c2)[nH]c1=O	-1
83	Cc1sc2ncnc(SCC(=O)N3CCOCC3)c2c1C	-5
84	Cc1cn(C2OC(COC(=O)c3ccccc3)C(O)C2Cl)c(=O)[nH]c1=O (stereo unspecified)	4
85	O=C(OCCN1C(=O)c2ccccc2C1=O)c1cc(=O)[nH]c2ccccc12	-5
86	CCc1ccccc1NS(=O)(=O)c1ccc2[nH]cc(C(=O)NC3CCCC3)c(=O)c2c1	-7
87	Clc1ccccc1CN1CCN(C2C3CC4CC(C3)CC2C4)CC1 (stereo unspecified)	-6
88	COc1cc(NS(=O)(=O)c2ccc(Br)s2)cc(OC)c1	-19&-83
89	O=C1c2cccc3cccc(c23)C(=O)N1Cc1ccc2c(c1)OCO2	0
90	CCCOC(=O)c1c(NC(=O)c2ccc3c(c2)OCO3)sc2c1CCC(C)C2 (stereo unspecified)	-8
91	COc1ccccc1NC(=O)CSc1oc(-c2cccs2)nc1S(=O)(=O)c1ccc(Br)cc1	-110
92	CC1=NN(C(=O)Cc2ccccc2)C(O)(C(F)(F)F)C1 (stereo unspecified)	2
93	CC1CCN(S(=O)(=O)c2ccc3[nH]c(=O)cc(C(=O)NCCN4CCCCC4C)c3c2)CC1 (stereo unspecified)	1
94	COC(=O)c1ccccc1NC(=O)NC1CCCCC1	-6
95	CCCc1[nH]nc2c1C1(CCN(C(=O)OCc3ccccc3)CC1)C(C#N)=C(N)O2	-58
96	CCCc1cc2c(=O)c(-c3cc4ccccc4o3)c(C)oc2cc1OC	-4
97	COCCCNC(=O)C1CC(=O)N(C2CCCCC2)C1 (stereo unspecified)	2
98	c1coc(-c2nc3ccc4ccccc4c3c3c2CCCC3)c1	-70
99	CCCCCc1c(C)nc(N2CCOCC2)[nH]c1=O	0
100	Cc1cccc2cc(COC(=O)c3ccccc3)c(=O)[nH]c12	7
101	CC(Sc1nc2ccccc2c(=O)n1Cc1ccco1)C(=O)c1ccccc1 (stereo unspecified)	-5
102	CCOc1cc(C2C3=C(CCCC3=O)NC3=C2C(=O)CCC3)ccc1OCc1ccccc1F	-10
103	Cc1cccc(N(C)S(=O)(=O)c2ccc3c(c2)c(=O)n(C)c(=O)n3C)c1	0
104	Cc1ccc(S(=O)(=O)CCC(=O)NC2CCCCC2)cc1	-1
105	Cc1ccc(-c2noc(C3CCCO3)n2)cc1 (stereo unspecified)	8
106	O=C(Nc1nc2ccc3ccccc3c2s1)c1ccc(S(=O)(=O)N2CCc3ccccc32)cc1	-10
107	CCn1c(CNc2ccc(C)cc2C)nnc1SCC(=O)N1CCCc2ccccc21	-1
108	CCn1nc(NC(=O)c2ccccn2)c2cc3cc(C)ccc3nc21	-12
109	Cc1ccc(C(=O)n2nnc3ccccc32)cc1[N+](=O)[O-]	1
110	O=C(Nc1ccc2nc(C3CCCCC3)[nH]c2c1)C12CC3CC(CC(C3)C1)C2	-6
111	CN(C1CCCCC1)S(=O)(=O)c1ccc(C(=O)Nc2nnc(-c3ccc(F)cc3)o2)cc1	1
112	Cc1ccccc1NC(=O)c1c(C)nc(SCC(=O)c2ccc(Cl)cc2)c(C#N)c1-c1cccnc1	-46
113	CCCCCSc1nc2c(c(=O)[nH]c(=O)n2C)n1CC	-7&-11
114	Cc1cc(N2C(=O)c3ccccc3C2=O)ccc1Br	-3
115	CN1CCN(CP(=O)(N2CCOCC2)N2CCOCC2)CC1	3
116	O=C(NCc1ccc2c(c1)OCO2)C1CCN(c2ncccn2)CC1	-8
117	O=C(NCC(=O)N(CC1CCCO1)C(C(=O)NC1CCCC1)c1ccc(F)cc1)c1ccco1 (stereo unspecified)	-3
118	N#Cc1c(Nc2ccccc2)c(C=NCCN2CCOCC2)c[nH]c1=O	-3
119	CC1=C(C(=O)OCc2ccccc2)C(c2ccccc2)N2C(=O)CCSC2=N1 (stereo unspecified)	-4
120	CNC[C@H](O)c1ccc(O)c(O)c1	-7

(next part)
cpd	structure	14-3-3 PPI
121	CC(=O)N1CCc2cc(Br)cc(S(=O)(=O)NCCc3ccc(Cl)cc3)c21	-1
122	COC(=O)C1=C(C)NC(C)=C(C(=O)OC)C1c1cn(-c2ccccc2)nc1-c1ccco1	-10
123	CSc1ccc(C2Oc3ccc(Cl)cc3C3CC(c4ccco4)=NN32)cc1 (stereo unspecified)	-152
124	CCn1c(=O)c(C(=O)NC23CC4CC(CC(C4)C2)C3)c(O)c2ccccc21	-2
125	CSc1nnc2c(n1)OC1(CCCCC1)Nc1ccccc1-2	-1
126	CCOC(=O)c1c(C)oc2c1cc(NS(=O)(=O)c1ccc(OC)cc1)c1ccccc12	-64
